Hsp70 act: transcriptional activators of Hsp70; activation, % at 10 µM; HeLa Hsp70 promoter luciferase reporter, luminescence; scaled: vehicle 0, proteasome-inhibitor control 100%; actives 0.04% (n = 200,000);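 active = activation above the mean across all tested compounds plus 3 SD, cutoff set per campaign, cut at about 5.5% in these data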;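 note: 100% = MG132 at 30 µM as the positive control and 0% = DMSO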
STAT3 blocker: inhibitors of IL-6 induced STAT3 signaling | actives 0.89% (n = 190,000) | U3A cells, IL-6 STAT3-luciferase reporter, luminescence; host cell line lacks STAT1 | AID 862 | inhibition, % at 5.5 µM;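 active = inhibition above the mean inhibition across all screened compounds plus 3 SD, cut at about 44% in these data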;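 note: 0% = DMSO only wells and 100% = 100 µM nifuroxazide control wells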
STAT1 blocker: reduces IFN-gamma driven STAT1 reporter signal; AID 920; inhibition, % at 5.5 µM; NIH 3T3 STAT1-luciferase reporter, luminescence; actives 0.35% (n = 200,000);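 active = inhibition above a set limit, the mean inhibition across all tested compounds plus 3 SD, cut at about 34% in these data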;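 note: 0% = IFN-gamma with DMSO and 100% = IFN-gamma with 300 µM nifuroxazide; values of inactives mirror those of a sister screen read the other way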
STAT1 activator: STAT1 signaling activation; NIH 3T3 STAT1-luciferase reporter, IFN-gamma, luminescence; 100% = IFN-gamma alone, no compound; activation (% of control), % at 5.5 µM; actives 2.6% (n = 200,000);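 active = activation above the screen-wide mean activation plus 3 SD, cut at about 130% in these data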;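 note: raw ratio to IFN-gamma control signal so 100% means no change and 0% no light; values of inactives mirror those of a sister screen read the other way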
Diaph inh CS: diaphorase inhibition or chemical oxidation counter-screen; diaphorase resazurin-to-resorufin fluorescence, NADH, 16 min; bacterial (C. kluyveri) enzyme, not human; inhibition, % at 20 µM; actives 0.69% (n = 190,000); AID 1217;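 active = primary screen inhibition at 20 µM above a set limit, cut at about 50% in these data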;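 note: plate controls were DMSO with full reaction for no effect and wells lacking NADH for full effect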
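Assay system – diaphorase enzyme from Clostridium kluyveri · Amount – diaphorase 0.14 U/mL (working solution) · Times – reaction incubation of 16 min at room temperature · Controls – No-NADH positive control and DMSO neutral control · Signal – resorufin fluorescence 544/590 nm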
G6PDH CS: counter-screen for G6PDH assay hits: L. mesenteroides G6PDH inhibition. Purified L. mesenteroides G6PDH, diaphorase/resazurin coupled fluorescence, 45 min. inhibition, % at 5 µM. actives 0.12% (n = 200,000); in the data active = inhibition above about 50%
STAT3 activator: increases IL-6 driven STAT3 reporter signal; U3A cells, IL-6 STAT3-luciferase reporter, luminescence; 100% = signal with IL-6 EC80 alone; activation (% of control), % at 5.6 µM; actives 0.91% (n = 190,000);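 active = activation above the screen-wide mean of compound activation plus 3 SD, cut at about 130% in these data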;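 note: 0% = background luminescence of wells with medium and substrate only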
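Test system: human U3A cells carrying STAT3-luciferase construct; control set: IL-6-only wells as 100% reference; timing: compound pre-incubation 1 h before IL-6, then 6 h stimulation at 37 °C; also added: IL-6 stimulus at 33 ng/mL final; evaluation: % activation versus median of IL-6-stimulated wells; detection: reporter luminescence signal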
APP 5UTR inh: APP translation inhibition | SH-SY5Y APP 5'UTR-luciferase reporter, luminescence | inhibition, % at 2 µM | actives 0.82% (n = 190,000);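 active = inhibition above a set limit, derived from the sample mean plus 3 SD, cut at about 45% in these data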; note: values of inactives mirror those of a sister screen read the other way
Diaph act CS: counter-screen for diaphorase-based assays: diaphorase activators and chemical reducers; Diaphorase/resazurin coupled assay, resorufin fluorescence, 16 min; active compounds read high; 1 = vehicle wells, 0 = NADH-free wells; activation factor at 20 µM; actives 0.005% (n = 190,000);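 active = diaphorase activity raised at least twofold by the compound at 20 µM; inactive = activation factor below 2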
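Material: purified diaphorase enzyme from Clostridium kluyveri / Medium: HEPES pH 7.4 buffer with MgCl2 and Tween 20 / Schedule: enzyme reaction of 16 min at room temperature / Measured by: resorufin fluorescence, excitation 544 nm, emission 590 nm / Evaluation: rise in resorufin formation, marking diaphorase activation or chemical reduction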
TLR4-MyD88 BLA: blocks binding of human TLR4 to MyD88. inhibition, % at 8.4 µM. actives 0.18% (n = 200,000). HeLa CL3-4 TLR4/MyD88 BLA complementation, FRET ratio; in the data active = inhibition above about 25%;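 note: 0% = vehicle and 100% = reference inhibitor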
Target sequence (O00206 whole entry, looked up): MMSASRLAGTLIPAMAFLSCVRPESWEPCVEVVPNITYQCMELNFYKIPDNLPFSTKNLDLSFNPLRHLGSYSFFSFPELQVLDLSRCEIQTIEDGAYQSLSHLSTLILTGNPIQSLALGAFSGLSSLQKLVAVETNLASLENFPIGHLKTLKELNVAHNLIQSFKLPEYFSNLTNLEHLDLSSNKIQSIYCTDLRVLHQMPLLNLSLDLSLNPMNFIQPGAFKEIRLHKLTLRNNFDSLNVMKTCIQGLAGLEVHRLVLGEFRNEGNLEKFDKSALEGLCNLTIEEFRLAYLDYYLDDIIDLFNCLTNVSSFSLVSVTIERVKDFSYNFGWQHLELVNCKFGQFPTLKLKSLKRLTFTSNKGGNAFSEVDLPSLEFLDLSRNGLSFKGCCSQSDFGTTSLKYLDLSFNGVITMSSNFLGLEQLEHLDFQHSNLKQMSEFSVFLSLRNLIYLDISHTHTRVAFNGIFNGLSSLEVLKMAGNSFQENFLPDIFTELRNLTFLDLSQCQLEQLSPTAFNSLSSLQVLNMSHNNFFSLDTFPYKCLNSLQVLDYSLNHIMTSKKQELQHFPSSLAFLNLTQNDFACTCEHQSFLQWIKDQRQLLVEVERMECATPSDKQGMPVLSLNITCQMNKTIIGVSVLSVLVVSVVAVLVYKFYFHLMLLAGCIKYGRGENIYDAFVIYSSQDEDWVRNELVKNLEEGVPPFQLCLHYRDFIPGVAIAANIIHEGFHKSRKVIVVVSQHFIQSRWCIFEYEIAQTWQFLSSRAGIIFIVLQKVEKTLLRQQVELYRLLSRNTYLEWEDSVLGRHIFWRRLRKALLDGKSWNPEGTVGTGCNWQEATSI
Target sequence (Q99836 whole entry, looked up): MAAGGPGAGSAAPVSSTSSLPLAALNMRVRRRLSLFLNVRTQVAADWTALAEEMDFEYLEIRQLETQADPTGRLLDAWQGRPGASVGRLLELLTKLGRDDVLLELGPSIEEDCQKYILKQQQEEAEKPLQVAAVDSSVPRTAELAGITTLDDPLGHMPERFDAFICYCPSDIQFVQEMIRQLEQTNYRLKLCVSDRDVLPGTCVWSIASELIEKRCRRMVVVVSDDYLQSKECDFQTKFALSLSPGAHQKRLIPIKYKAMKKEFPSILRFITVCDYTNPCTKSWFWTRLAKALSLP
* = called active by the depositor; i = inactive; . = not tested or not shown.

SMILES	Hsp70 act	STAT3 blocker	STAT1 blocker	STAT1 activator	Diaph inh CS	G6PDH CS	STAT3 activator	APP 5UTR inh	Diaph act CS	TLR4-MyD88 BLA
O=C(O)C1CC(O)CN1c1nc(Cl)ccc1[N+](=O)[O-] (centres undefined)	0.0	-4	0	99	50	38	110	-2	0.5	-4
Cc1cccc(NC(=O)CSc2nnc(-c3ccc(S(=O)(=O)N4CCCC4)cc3)o2)c1	0.1	5	-5	104	7	7	99	4	0.9	-3
Cc1ccc(CSCCNC(=O)c2ccc(NS(C)(=O)=O)cc2)cc1	-0.4	2	-2	100	3	0	103	6	1	1
COc1ccc(N2CCN(C(=O)c3cc4c(-c5ccc(Cl)cc5)nn(C)c4s3)CC2)cc1	-0.4	-30	12	90	26	-2	133*	-2	0.7	-4
Cc1cc(C(=O)OCn2nnc3ccccc3c2=O)c(C)o1	0.0	10	1	100	10	-3	97	-16	0.9	14
COc1ccccc1NC(=O)C1=C(C)Nc2nc(-c3cccs3)nn2C1c1cccnc1 (centres undefined)	-0.1	16	-3	102	17	7	94	-4	0.8	4
Cc1cc(S(=O)(=O)NCc2ccccc2)ccc1OCC(=O)NCC1CCCO1 (centres undefined)	0.5	2	3	95	5	6	100	8	0.9	-3
COc1ccc(OCC(=O)N2CCN(C(=O)c3ccccc3)CC2)cc1	0.0	14	-5	104	0	5	95	-12	1	1
CC(C)(CNC(=O)c1sc2cc(F)ccc2c1Cl)N1CCOCC1	-0.1	0	4	97	-2	8	100	-5	1	-9
COc1ccc2cc(C(=O)C3CCCN(C(=O)c4cc5nc(C)cc(C)n5n4)C3)ccc2c1 (centres undefined)	-0.2	14	-8	106	16	7	98	-11	0.8	11
CCOc1ccc(C(=O)Nc2cccc3ncccc23)cc1Br	-0.5	16	8	90	5	13	91	-16	0.9	6
Cc1cc(-c2[nH]nc3c2C(c2ccc(Cl)cc2)C(C#N)=C(N)O3)c(C)s1 (centres undefined)	0.2	1	1	98	33	1	100	18	0.7	0
COC(=O)c1ccc(NCCc2csc(-c3ccc(C)cc3)n2)c([N+](=O)[O-])c1	0.2	18	1	99	8	-67	93	15	0.9	4
O=C(O)c1ccc(Cn2cc(Cl)cn2)cc1	0.0	8	4	96	18	-3	97	42	0.8	-6
Cc1ccc(-c2nc(N)c3c(-c4ccc(C)cc4)nn(C(C)(C)C)c3n2)cc1	0.0	2	0	100	5	-18	103	-5	0.9	-10
CC(OC(=O)c1cc2c(s1)CCCCC2)C(=O)NC(N)=O (centres undefined)	-0.4	11	-14	113	18	-3	94	-3	0.8	-19
Cc1nn2cc(-c3ncc(C(F)(F)F)cc3Cl)cnc2c1Br	-0.3	47*	-32	129*	-1	4	63	i	1	2
CCOC(=O)c1csc(NC(=O)CC2CCCC2)n1	0.5	9	-12	112	13	4	96	-4	0.9	-3
Cn1c(=O)c2c(nc(OCc3cccnc3)n2Cc2ccccc2)n(C)c1=O	-0.3	-3	10	96	-4	-5	105	-14	1	1
O=C(Cn1ccc([N+](=O)[O-])n1)NCc1ccco1	-0.4	7	-7	106	12	5	98	-7	0.9	3
Cc1cc(C)c2c3c(sc2n1)C(c1cccc(F)c1)C(C#N)=C(N)O3 (centres undefined)	-0.4	-13	-1	101	29	-5	114	15	0.7	11
CCN1CCN(C(=O)c2ccc(Sc3ccccc3Cl)c([N+](=O)[O-])c2)CC1	-0.2	-2	-2	101	14	-14	100	-6	0.9	-3
CC1CCCCC1NC(=O)c1ccc(S(=O)(=O)NCc2ccco2)cc1 (centres undefined)	0.1	4	0	107	-20	9	99	4	1.2	1
CCOC(=O)C1CCN(C(=O)COC(=O)c2ccc3c(c2)C(=O)N(c2ccc(OCC)cc2)C3=O)CC1	0.0	7	5	95	3	-3	101	-11	1	2
O=C(O)CCCN=C1CCCc2ccccc2N1	0.3	-1	-1	101	9	1	102	4	0.9	-4
COc1nc(N/N=C/c2ccc(-c3cccc([N+](=O)[O-])c3)o2)nc(N2CCOCC2)n1	-0.3	1	3	97	2	-4	99	-5	1	-11
CCOc1ccc(N(Cc2cc3ccc(C)cc3[nH]c2=O)C(=O)COC)cc1	-0.5	4	8	92	4	5	101	-8	1	3
O=C(Nc1ccon1)c1cc2ccccc2oc1=O	0.0	8	1	99	-1	-2	98	-13	1	-6
O=C(Nc1nc2ccccc2n1CCN1CCCCC1)c1ccc(Cl)cc1	3.6	-18	0	100	0	10	122	-5	1	1
Cc1c(NC(=O)c2cc3nc(-c4ccc(Cl)cc4)cc(C(F)(F)F)n3n2)c(=O)n(-c2ccccc2)n1C	-0.1	14	6	94	2	3	91	-2	1	-12
CC(C)CC(C(=O)Nn1cnnc1)N1C(=O)c2ccccc2C1=O (centres undefined)	-0.4	6	-4	104	22	9	100	-8	0.8	11
O=C1C=C(NCCOC23CC4CC(CC(C4)C2)C3)C2(CCCCC2)O1	-0.3	9	-2	101	1	4	97	0	1	6
CCn1nnnc1SCCSc1nnnn1CC	-0.3	10	-2	102	3	-15	96	15	1	0
O=S(=O)(c1ccc2ccccc2c1)N1CCN(C2Cc3ccccc3C2)CC1	-0.4	-5	-5	104	21	10	104	11	0.8	-5
C=CCN1C(=O)C2(NC(=O)c3ccccc3N2)c2ccccc21 (centres undefined)	-0.2	-9	-2	100	11	11	110	-2	0.9	6
N#C/C(=C\c1ccc(N2CCOCC2)c([N+](=O)[O-])c1)c1nc2ccccc2[nH]1	-0.1	-21	-3	103	7	8	118	-41	0.9	0
COCCN(Cc1cc2ccccc2[nH]c1=O)C(=O)c1ccccc1OC	-0.2	-3	-3	104	7	3	108	6	0.9	9
Cc1cc(OCC(=O)NCc2cccnc2)ccc1[N+](=O)[O-]	-0.1	4	0	97	-8	4	101	-10	1.1	14
COc1ccccc1C(=O)Nc1nc(-c2ccc(S(=O)(=O)N3CCOCC3)cc2)cs1	-0.6	76*	25	76	26	12	37	18	0.7	-10
CCCNS(=O)(=O)c1ccc(CCC(=O)N2CCN(c3ccc(F)cc3)CC2)cc1	-0.1	-5	-3	102	3	-4	107	-6	1	12
COc1ccc(-c2nn(-c3ccccc3)cc2C(=O)N2c3ccc(C)cc3C3CN(C)CCC32)cc1 (centres undefined)	-0.1	0	6	94	11	7	103	-3	0.9	5
CCCc1cc(=O)oc2cc(C)c3c(C)coc3c12	0.1	3	5	95	16	5	98	-5	0.8	-11
Cc1cc2ccccc2n1CCNC(=O)c1ccc(S(=O)(=O)N2CCOCC2)cc1	-0.4	-11	3	97	2	3	115	3	1	-11
COc1cc(S(=O)(=O)Nc2ncccc2C)c(OC)cc1Cl	-0.2	-2	1	98	10	-3	104	5	0.9	-4
CC(=O)Nc1ccc(S(=O)(=O)Nc2cccc(-c3cn4cccnc4n3)c2)cc1	-0.5	7	-11	108	5	-2	98	-24	1	-4
N#CCCN1CCN(S(=O)(=O)c2ccc3c(c2)OCCCO3)CC1	-0.4	-6	6	101	8	14	106	0	0.9	-9
CCOc1ccc(NC(=O)C2CCCCN2S(=O)(=O)c2ccccc2)cc1 (centres undefined)	0.4	0	-1	101	22	2	98	9	0.8	4
Cc1cc(C)n2c(nc3ccccc32)c1C(=O)NCc1ccccc1	0.1	8	-6	104	-4	0	95	16	1	3
CC(NS(=O)(=O)c1ccccc1)C1COc2ccccc2O1 (centres undefined)	-0.4	-1	-4	104	18	0	101	-4	0.8	-7
O=C(c1ccco1)N1CCN(c2nc3ccccc3n3nnnc23)CC1	0.0	1	4	95	22	-41	104	-9	0.8	-3

4 entries already listed, arranged by number of heavy atoms, lowest first.
SMILES	Hsp70 act	STAT3 blocker	STAT1 blocker	STAT1 activator	Diaph inh CS	G6PDH CS	STAT3 activator	APP 5UTR inh	Diaph act CS	TLR4-MyD88 BLA
CCCc1cc(=O)oc2cc(C)c3c(C)coc3c12	0.1	3	5	95	16	5	98	-5	0.8	-11
COc1cc(S(=O)(=O)Nc2ncccc2C)c(OC)cc1Cl	-0.2	-2	1	98	10	-3	104	5	0.9	-4
Cc1cc(C)n2c(nc3ccccc32)c1C(=O)NCc1ccccc1	0.1	8	-6	104	-4	0	95	16	1	3
O=C(c1ccco1)N1CCN(c2nc3ccccc3n3nnnc23)CC1	0.0	1	4	95	22	-41	104	-9	0.8	-3

Continued.
SMILES	Hsp70 act	STAT3 blocker	STAT1 blocker	STAT1 activator	Diaph inh CS	G6PDH CS	STAT3 activator	APP 5UTR inh	Diaph act CS	TLR4-MyD88 BLA
Cc1cc(N2CCOCC2)nc(SCC(=O)c2ccc(Cl)cc2)n1	-0.1	21	7	94	17	-3	88	-12	0.8	0
S=c1[nH]nc(-c2cccc(Br)c2)o1	0.1	2	-3	103	11	-12	101	-2	0.9	1
O=C(CC1Oc2ccccc2NC1=O)NCCCN1CCN(C2CCCCC2)CC1 (centres undefined)	-0.2	-3	6	95	.	.	107	-24	.	-8
Cn1c(C(=O)OC(C(=O)NC2CCCC2)c2cccnc2)cc2sccc21 (centres undefined)	-0.5	-8	-4	104	6	0	110	-8	0.9	3
CCOc1ccc(-c2nc(C#N)c(NCC3CCCO3)o2)cc1 (centres undefined)	-0.2	21	0	100	14	-1	87	-14	0.9	1
O=C(/C=C/c1cccc(Cl)c1)N1CCC(Cc2ccccc2)CC1	-0.2	2	-10	109	11	2	101	-10	0.9	-3
CCCCN(C(=O)CSc1nnc(-c2ccc(OC)cc2)n1CC)c1c(N)n(Cc2ccccc2)c(=O)[nH]c1=O	-0.2	2	1	99	11	-8	97	-15	0.9	-5
CN(C)c1ccc(CNc2ncn[nH]2)cc1	-0.1	4	1	98	0	7	98	1	1	-10
COc1ccc(Cc2ccc(OC)c(N)c2)cc1N	0.0	-5	-1	101	-1	-2	107	-10	1	-9
O=[N+]([O-])c1ccccc1/C=C/C=N/n1c(-c2ccco2)n[nH]c1=S	-0.3	4	-1	100	81*	1	101	-7	0.2	4
Cc1nc2ncnn2c(C)c1Cc1ccc(Cl)cc1	0.0	-1	0	100	15	9	105	-13	0.8	1
O=c1[nH]c(Cn2nnc(-c3ccccc3)n2)nc2scc(-c3ccccc3)c12	-0.2	18	-7	106	14	6	90	-8	0.9	4
O=C(O)c1ccc(NC(=S)N2CCCCC2)cc1	-0.3	1	-6	104	2	4	101	-18	1	8
COc1ccc(C(O)C(CC(=O)NCCCOC(C)C)C(=O)NCCCOC(C)C)cc1OC (centres undefined)	-0.4	-7	-1	101	-6	-4	102	-4	1.1	-6
Cc1ccc([N+](=O)[O-])c(OCCCN2C(=O)NC(C)(C)C2=O)c1	-0.2	12	3	98	-5	-2	94	-19	1.1	19

Screening results from PubChem BioAssay.
